# Source: PubChem BioAssay (several laboratories)
# S1P4 antagonist: antagonists of human S1P4 receptor. O95977. S1P4-expressing cells, antagonist mode, reporter read-out. inhibition, % at 4.98 µM. 0.26% of 220,000 active; in the data active = inhibition above about 29%;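 note: 0% = wells stimulated with agonist and 100% = vehicle wells without agonist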
# Target sequence (O95977 whole entry, looked up): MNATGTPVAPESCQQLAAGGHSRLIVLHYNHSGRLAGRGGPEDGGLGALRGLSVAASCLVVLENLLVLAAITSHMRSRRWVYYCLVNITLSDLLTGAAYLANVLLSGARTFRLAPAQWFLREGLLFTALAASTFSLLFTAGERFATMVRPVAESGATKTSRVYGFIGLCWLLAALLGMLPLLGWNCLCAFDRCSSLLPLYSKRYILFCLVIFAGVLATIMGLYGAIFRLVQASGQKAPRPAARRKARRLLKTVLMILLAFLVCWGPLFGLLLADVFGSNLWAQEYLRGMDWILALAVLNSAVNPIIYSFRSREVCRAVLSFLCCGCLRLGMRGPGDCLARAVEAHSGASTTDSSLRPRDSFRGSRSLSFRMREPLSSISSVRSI
# RBBP9 inh: blocks human serine hydrolase RBBP9; recombinant RBBP9, FP-Rh probe fluorescence polarization; AID 1515; inhibition, % at 7.94 µM; O75884; 0.2% of 220,000 active;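 active = inhibition above the campaign mean of all tested compounds plus 3 SD, cut at about 14% in these data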;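 note: plate controls were DMSO wells with RBBP9 for no effect and wells lacking RBBP9 protein for full effect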
#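 Measured by – fluorescence polarization · Test system – RBBP9 protein · Input – 2.5 µM RBBP9 dispensing solution, before mixing · Measure – percent inhibition from mP, scaled between DMSO and no-protein wells · Benchmarks – DMSO-treated enzyme wells and wells lacking RBBP9 · Times – preincubation 30 min plus labeling 45 min at 25 °C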
# S1P4 ag: human S1P4 receptor agonism; AID 1509; O95977; 0.35% of 220,000 active; activation, % at 4.98 µM; S1P4-expressing cell line, agonist reporter assay; in the data active = activation above about 11%;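 note: 0% = DMSO vehicle and 100% = reference agonist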
# Ba/F3 V617F tox: reduce viability of Ba/F3 cells dependent on JAK2V617F. Ba/F3 EpoR-JAK2V617F viability, ATP luminescence. inhibition, % at 5.6 µM. 1.1% of 220,000 active. AID 1446;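 active = inhibition above the campaign mean plus 3 SD over all tested compounds, cut at about 24% in these data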;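 note: cytokine-independent growth of Ba/F3 cells driven by EpoR plus mutant JAK2; 0% = DMSO-treated cells and 100% = JAK inhibitor I control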
# BaF3 parental: counter-screen for JAK2V617F inhibitors: parental Ba/F3 viability inhibitors; CellTiter-Glo ATP luminescence; inhibition, % at 5.6 µM; 1.1% of 220,000 active;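 active = inhibition above a per-campaign cutoff, the mean inhibition of all tested compounds plus 3 SD, cut at about 27% in these data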;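 note: 0% = DMSO wells and 100% = JAK Inhibitor I control wells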
# NPY-Y2 PAM-ag: human NPY-Y2 potentiation or agonism, primary screen. P49146. 0.45% of 220,000 active. cells expressing NPY-Y2, potentiator/agonist read-out. activation, % at 3.6 µM; in the data active = activation above about 27%;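 note: cells stimulated with NPY near EC25 plus isoproterenol at EC100; 0% = vehicle plus submaximal agonist and 100% = vehicle plus saturating agonist; some results beyond the cut were filed as inactive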
# Runt-CBFb FRET: blocks binding of human RUNX1 Runt domain to CBFb; Cerulean-Runt/Venus-CBFb FRET ratio 530/480, 1 h; inhibition, % at 20 µM; 0.46% of 220,000 active; AID 1496;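 active = inhibition over about 50% at 20 µM in the single-dose screen, limit read from the data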;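 note: 0% = DMSO wells and 100% = excess unlabeled CBFb competitor control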
# Target sequence (Q01196 whole entry, looked up, the tested form may be a part): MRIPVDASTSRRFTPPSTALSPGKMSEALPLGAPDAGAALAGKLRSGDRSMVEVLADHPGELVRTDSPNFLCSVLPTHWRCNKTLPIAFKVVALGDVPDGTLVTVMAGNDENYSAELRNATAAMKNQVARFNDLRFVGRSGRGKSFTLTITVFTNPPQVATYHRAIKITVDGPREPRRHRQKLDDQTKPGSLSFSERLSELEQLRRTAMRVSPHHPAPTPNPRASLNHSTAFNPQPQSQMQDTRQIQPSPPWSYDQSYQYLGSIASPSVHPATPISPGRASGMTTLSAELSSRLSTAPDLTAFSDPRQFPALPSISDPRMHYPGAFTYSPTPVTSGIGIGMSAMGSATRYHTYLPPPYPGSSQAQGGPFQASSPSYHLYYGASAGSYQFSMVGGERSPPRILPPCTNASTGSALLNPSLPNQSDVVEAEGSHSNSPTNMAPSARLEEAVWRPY
# Target sequence (Q13951 whole entry, looked up, the tested form may be a part): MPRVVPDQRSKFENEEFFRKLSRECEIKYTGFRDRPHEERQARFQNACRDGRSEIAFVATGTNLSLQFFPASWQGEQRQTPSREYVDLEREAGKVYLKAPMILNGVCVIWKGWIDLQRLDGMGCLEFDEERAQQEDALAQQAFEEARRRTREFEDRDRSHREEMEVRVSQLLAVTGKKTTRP
#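 Schedule: protein complex preformed 1 h, compound exposure 1 h, room temperature, dark; test system: Cerulean-labeled Runt domain protein; amount: 100 nM per protein; buffer or medium: Tris 50 mM pH 7.5, KCl, K2SO4, 0.01% BSA; read-out: loss of energy transfer signal; detection: FRET fluorescence; controls: 5 µM unlabeled CBFb as full-inhibition high control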
# NPY Y1 blocker: antagonists of human neuropeptide Y receptor Y1 | P25929 | HEK293-CNG Y1 cells, membrane potential fluorescence; NPY at EC95, then isoproterenol | inhibition, % at 3.6 µM | 1% of 200,000 active | AID 1040;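 active = inhibition above the campaign mean inhibition of all tested compounds plus 3 SD, cut at about 20% in these data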;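 note: 0% = DMSO wells given NPY plus isoproterenol and 100% = isoproterenol alone without NPY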
#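 Material: HEK293 Y1/CNG channel cell line; also added: NPY (25 nM), isoproterenol (1 µM), Ro 20-1724 (25 µM); doses: one concentration, 3.6 µM, in 0.4% DMSO; schedule: compound incubation 1 h at room temperature, readout 45 min post-stimulation; technique: membrane potential fluorescence; measure: fluorescence ratio normalized to % inhibition between controls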
# NPY1 pot ag: potentiates or activates human NPY-Y1 receptor; 0.37% of 220,000 active; P25929; activation, % at 3.6 µM; NPY-Y1 expressing cells, potentiator/agonist activation; in the data active = activation above about 33%, passing the limit was not always enough;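 note: cells stimulated with NPY at EC10 then isoproterenol at EC100; 0% = low agonist plus stimulus and 100% = saturating agonist plus stimulus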
# * marks the source's active call; other numbers are inactive results; x = not tested or not shown.
SMILES	S1P4 antagonist	RBBP9 inh	S1P4 ag	Ba/F3 V617F tox	BaF3 parental	NPY-Y2 PAM-ag	Runt-CBFb FRET	NPY Y1 blocker	NPY1 pot ag
CCOCCn1c(CN2CCC(C)CC2)nc2c1c(=O)n(C)c(=O)n2C	4	-9	0.7	0	1	7	0	2	-14
Cn1c(=O)c2c(O)c(Cc3ccccc3)c(=O)[nH]c2n(C)c1=O	-9	-8	-0.5	2	5	-1	-2	1	-3
Cc1ccc(SCCNC(=O)C(C)C)cc1	16	-3	-2.3	0	1	7	-1	-3	-12
CN1/C(=C\C(=O)c2ccccc2Cl)c2ccccc2CC1(C)C	-1	-1	-0.6	-1	2	-3	-3	5	5
COc1ccc(CCN=C2SCC(=O)N2Cc2ccccc2)cc1OC	4	2	-0.5	0	5	7	-2	3	-6
Cc1[nH]c(=S)c(C#N)c(C)c1CCC#N	-4	-7	-0.9	-1	0	-32	8	x	-12
COc1ccc(CC2NCCC3(O)CCCCC23)cc1 (configuration not stated)	-14	-1	3.1	2	1	6	-2	2	23
COc1ccc2nc(NC(=O)CCN3C(=O)c4ccccc4C3=O)sc2c1	-44	-8	0.2	2	-1	-18	0	9	-29
Cc1cccc(NC2=C(Cl)C(=O)OC2OC(C)C)c1 (configuration not stated)	-8	-2	1.8	4	7	4	-2	1	-20
Cc1ccnc(NC(=O)c2cc3ccccc3oc2=O)c1	-35	-8	0.4	2	1	2	-1	-2	-6
Nc1nc(SCC(=O)Nc2cccc(Oc3ccccc3)c2)n[nH]1	1	4	-0.3	-2	0	5	0	0	6
COc1ccc2c3c(cccc13)N(C)N=C2C	-23	-7	1.4	3	4	-19	-4	4	-3
O=C(CSc1ncccc1C(=O)O)c1ccccc1	1	-3	-0.7	3	8	-5	-2	3	-3
CCOc1ccc(NC(=O)c2ccc(S(=O)(=O)N(C)C)cc2)cc1	-19	-7	-0.5	-1	8	-3	2	-3	8
COc1ccc(CNC(=O)COC(=O)C2CCC(C(C)(C)C)CC2)cc1 (configuration not stated)	-8	-8	-1.3	-1	6	5	-98	-2	-13
CC(=O)Nc1cc(C(N)=O)c(Cl)cc1Cl	-28	-8	-1.6	-4	3	25	-2	-2	14
Cc1nc(/C(N)=N/OC(=O)c2ccc(Cl)cc2)c(C(F)(F)F)o1	0	-3	1.1	-1	2	3	0	x	0
N#Cc1c(NC(=S)NC(=O)Cc2cccs2)sc2c1CCCCC2	-8	0	-0.1	0	2	-4	10	1	8
CC1CC(C)CN(C(=O)COc2ccc([N+](=O)[O-])cc2Cl)C1 (configuration not stated)	-11	0	1.8	-3	0	0	2	-5	5
Cc1ccc2c(c1)c1c3n2CC(=C2C(=O)OC(C)(C)OC2=O)NC3CCC1 (configuration not stated)	-2	0	2.3	-2	1	-4	-4	9	-9
O=C(CCC(=O)N1CCCC1)Nc1nnc(C2CCCCC2)s1	3	-2	-1.6	3	7	-17	1	-2	4
CCc1nc2c(nnn2Cc2ccc(F)cc2)c(=O)[nH]1	-6	-6	2.2	-1	5	9	-1	3	-4
CC1(C)CC(=O)C2=C(C1)OC(N)=C(C#N)C2c1ccc[nH]1 (configuration not stated)	-18	-2	0.5	-1	6	-3	5	5	8
O=C(c1cc(S(=O)(=O)N2CCCCC2)c(Cl)cc1N1CCOCC1)N1CCOCC1	-7	5	1.9	-1	-1	2	-1	5	20
O=[N+]([O-])c1ccc(N2CCOCC2)cc1NC(c1ccccc1)c1ccccc1	-5	-4	-3.6	3	7	-5	-2	0	10

# An excerpt from above, showing only BaF3 parental:
compound | BaF3 parental
CC1(C)CC(=O)C2=C(C1)OC(N)=C(C#N)C2c1ccc[nH]1 (configuration not stated) | 6
Cc1ccnc(NC(=O)c2cc3ccccc3oc2=O)c1 | 1

# Following part.
SMILES	S1P4 antagonist	RBBP9 inh	S1P4 ag	Ba/F3 V617F tox	BaF3 parental	NPY-Y2 PAM-ag	Runt-CBFb FRET	NPY Y1 blocker	NPY1 pot ag
COC(=O)c1ccc(C(=O)OC)c(NC(=O)COC(=O)C2CCCCC2)c1	3	-8	0.0	3	3	-6	-5	5	-6
COCCn1c(=O)[nH]c2cc(C(=O)NC3CCCCCC3)ccc2c1=O	-2	-7	-0.6	-3	1	10	0	-6	11
COc1cccc(C=NCC(C)N=Cc2cccc(OC)c2O)c1O (configuration not stated)	-1	-2	0.7	-1	6	13	-5	3	8
O=C(NNc1cc(Cl)cc(Cl)c1)c1c(F)cccc1Cl	-7	-4	0.7	-4	-4	-6	1	x	10
C1CC(CN2CCOCC2)CN(Cc2nc(CC3CC3)no2)C1 (configuration not stated)	-8	0	-0.2	1	5	9	-1	0	-12
COc1cc(C(=O)NC2CCCCC2)ccc1OCc1ccc(Cl)cc1Cl	-13	-8	0.5	-2	5	10	-2	2	14
Cc1ccc2c(N)c(C)ccc2c1	-20	-7	-1.3	5	5	-1	-1	10	3
COc1ccc(C2CC(c3ccccc3)=NN2S(=O)(=O)c2ccccc2)cc1 (configuration not stated)	-24	-1	1.1	-4	0	12	0	x	19
O=C(Cn1nnc(-c2ccccc2NC(=O)c2ccco2)n1)NC1CCCCC1	-2	-8	0.8	-2	8	20	-4	-3	-8
COc1cccc(NCc2ccc([N+](=O)[O-])s2)c1	-8	0	-3.2	2	7	5	3	-1	5
CCCCNC(=O)OC(C)CNC(=O)OC (configuration not stated)	-2	-12	-0.1	-1	2	7	0	14	-42
Cc1sc2nc(CSCC(=O)N(CCC#N)c3ccccc3)[nH]c(=O)c2c1C	3	-6	-0.1	1	4	5	-2	2	14
Cc1c(-c2n[nH]c(=S)n2-c2ccc(Br)cc2)nnn1-c1ccc(Cl)cc1	1	-3	-0.3	3	7	-3	18	3	12
CCCCN(C)C(=O)CCCc1c[nH]c2ccccc12	-25	7	1.0	4	10	7	-4	8	0
NC(=O)c1ccccc1NC(=O)c1ccccc1Cl	3	-7	-1.2	-4	1	-15	0	x	18
CCCCc1nc(N)c(C#N)c(-c2ccco2)c1CCC	-4	-10	1.5	-1	1	-12	-1	6	-55
CCOC(=O)Cn1cnc2c(sc3nc(C)cc(C)c32)c1=O	2	1	-0.4	-4	4	4	4	x	15
Cc1ccc(S(=O)(=O)N2CCC(C(=O)N3CCN(Cc4ccccc4)CC3)CC2)cc1	-10	6	0.6	-4	3	1	-1	-4	5
O=C(N/N=C/c1ccc2c(c1)OCO2)c1ccc(NS(=O)(=O)c2cccs2)cc1	-3	-7	0.9	-2	-4	1	1	-7	-7
CCC(C)Nc1nc(Cl)nc(N(C#N)CN2C(=O)c3ccccc3S2(=O)=O)n1 (configuration not stated)	-5	-11	0.2	-5	1	-2	0	-3	15
COc1ccc(Nc2nnc(-c3ccc(N4CCOCC4)c([N+](=O)[O-])c3)c3ccccc23)cc1	-7	-6	0.0	4	6	3	2	-2	15
CCOP(=O)(OCC)c1nc(-c2ccc(C)cc2)oc1N1CCOCC1	1	-7	1.2	-4	0	-6	x	0	16
Cn1c(SCC(=O)c2ccccc2)nnc1C1COc2ccccc2O1 (configuration not stated)	-6	-4	0.6	-4	1	19	4	x	9
Oc1c(Br)cc(Cl)cc1C=Nc1ccccc1Br	-4	-1	0.7	-1	4	2	-43	-1	-1
CCC(CC)c1nnc(NC(=O)CN2C(=O)c3ccccc3C2=O)s1	-1	-9	1.2	0	2	4	1	-1	-14

# Rewritten with values under each structure: four of the compounds above
# The line under a structure holds: S1P4 antagonist, RBBP9 inh, S1P4 ag, Ba/F3 V617F tox, BaF3 parental, NPY-Y2 PAM-ag, Runt-CBFb FRET, NPY Y1 blocker, NPY1 pot ag
- CCOC(=O)Cn1cnc2c(sc3nc(C)cc(C)c32)c1=O
→ 2, 1, -0.4, -4, 4, 4, 4, x, 15
- COc1cccc(C=NCC(C)N=Cc2cccc(OC)c2O)c1O (configuration not stated)
→ -1, -2, 0.7, -1, 6, 13, -5, 3, 8
- COC(=O)c1ccc(C(=O)OC)c(NC(=O)COC(=O)C2CCCCC2)c1
→ 3, -8, 0.0, 3, 3, -6, -5, 5, -6
- Cc1c(-c2n[nH]c(=S)n2-c2ccc(Br)cc2)nnn1-c1ccc(Cl)cc1
→ 1, -3, -0.3, 3, 7, -3, 18, 3, 12

# The results go on.
SMILES	S1P4 antagonist	RBBP9 inh	S1P4 ag	Ba/F3 V617F tox	BaF3 parental	NPY-Y2 PAM-ag	Runt-CBFb FRET	NPY Y1 blocker	NPY1 pot ag
COc1cccc(-c2nc(CS(=O)(=O)CC(=O)N3CCc4ccccc4C3)c(C)o2)c1	-14	-11	-1.0	3	2	-8	-1	6	-18
O=C(Oc1c(Cl)cc(Cl)c2cccnc12)N1CCCCC1	-11	-2	-0.2	6	9	0	1	0	-9
O=C(NCc1cccc(Cl)c1)c1cnn2c1NC(c1ccco1)CC2C(F)(F)F (configuration not stated)	-8	-10	2.4	0	1	5	16	-4	-17
O=C(COC(=O)C1CC2C=CC1C2)Nc1cccc(S(=O)(=O)N2CCCCCC2)c1 (configuration not stated)	-7	-1	1.0	-2	-1	24	-1	-3	16
COc1ccc(NS(=O)(=O)c2cn(C)c(=O)n(C)c2=O)c(OC)c1	-12	-1	-0.1	-6	-1	-8	1	x	9
O=c1c2nnn(Cc3ccccc3)c2ncn1C/C=C/c1ccccc1	5	-1	0.9	-3	3	18	0	0	6
CCOc1ccccc1N(C(=O)c1snc(C(N)=O)c1N)C(C(=O)NCCC(C)C)c1ccco1 (configuration not stated)	-3	-13	0.3	7	5	-9	0	17	-16
O=C(NCCSc1c[nH]c2ccccc12)c1ccc2c(c1)OCO2	-5	-2	2.1	5	2	-3	1	0	-4
O=C(N/N=C/c1ccc(OC(F)F)cc1)c1ccc(Br)cc1	1	-12	1.1	-1	0	-3	1	7	-6
CCCOc1ccc(C(CC(=O)O)NC(=O)c2cccs2)cc1 (configuration not stated)	5	8	-0.7	-3	1	2	0	1	5
C=CCOc1ccc(Br)cc1CNCCCN1CCOCC1	-3	-2	0.2	-3	6	-18	-1	16	-14
c1ccc2nc(-c3nc4ccccc4o3)ccc2c1	-2	-8	-0.3	10	15	1	2	-1	13
CN(C)CCOC(=O)c1sc2ccccc2c1Cl	1	-4	-0.6	2	5	-10	-2	14	-36
COCCN(C(=O)CNC(=O)c1ccco1)C(C(=O)NC1CCCC1)c1cccs1 (configuration not stated)	-14	-9	1.3	-2	0	0	0	-2	9
